From PubChem
T cell modulator = modulators of CD8 T cell-vesicle binding, primary screen, mouse 2C CD8+ T cells, flow cytometry | calls only at 7 µM | 2C CD8+ T cell-vesicle binding; hits give low values | 330,000 compounds, 0.068% hits;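 active = response, share of CD8 T cells binding vesicles, and their 90th percentile fluorescence all below set limits, cut at about 80% in these data, passing the limit was not always enough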
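System: murine 2C transgenic CD8+ T lymphocytes; also added: QL9-loaded Drosophila micro-vesicles; times: binding 1.5 h at 37 °C; measured by: flow cytometry, PE anti-B7-1 (FL2) versus Alexa647 anti-CD8 (FL8), PFA-fixed; control set: Peptide-free naked vesicles (low) and QL9 vesicles with 0.7% DMSO vehicle (high)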
West Nile antiviral = West Nile virus antiviral activity, cell-based, CPE readout (AID 1621); West Nile virus-infected cells, CPE inhibition; higher % means a stronger effect; CPE inhibition, % at 10 µM, or IC50 in µM where a hit was titrated; 290,000 compounds, 0.02% hits; in the data active = a potency from the dose series; inconclusive = CPE inhibition mostly from about 3.7% at the one dose, without a potency; inactive = the rest, 99 in 100 with CPE inhibition below about 2.2%; also: strong numbers were not always called active
Lipid droplet = inhibitors of hepatocyte lipid droplet formation, primary screen, imaging, high-throughput imaging, BODIPY stain | inhibition, % at 6.5 µM | 240,000 compounds, 0.4% hits | AID 1656, 2009 | AML12 mouse hepatocytes, oleate lipid droplets;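 active = lipid droplet intensity inhibited by at least 50%, with more than 500 cells counted; inconclusive = wells with under 300 cells, treated as cytotoxic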
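Technique: fluorescence imaging, 20x objective, two fields per well / Assay system: AML12 hepatocytes (mouse) / Measure: % inhibition of lipid droplet signal / Doses: 6.5 µM single-point dosing / Incubation: overnight exposure / Reagent: 100 µM oleic acid challenge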
Lipid droplet cells 6.5 µM = second read-out of Lipid droplet, no call of its own (marks repeat the call); cell count; measured here: cell count, cytotoxicity flag;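 cells counted across two imaged fields per well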
T cell modulator vesicle-bound % = second read-out of T cell modulator, no call of its own (marks repeat the call); double positive events, %; measured here: CD8+ vesicle-bound cell fraction;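 binding gate set so that unloaded-vesicle control wells show 10% double positive cells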
* marks the source's active call; other numbers are inactive results; i = inactive; ? = inconclusive. Only part of the results is shown; count on the stated rates, not on these rows.

SMILES	T cell modulator	T cell modulator vesicle-bound %	West Nile antiviral	Lipid droplet	Lipid droplet cells 6.5 µM
COC(=O)c1ccc(C(=O)NC2CCCc3c2cnn3-c2cc(F)cc(F)c2)nc1 (configuration not stated)	i	67	0.1%	-4	896
CC(=O)Nc1ccc(S(=O)(=O)N(C)CC(=O)OCC(=O)N2CCCCCC2)cc1	i	51	-0.3%	1	830
O=C(NCC(O)CO)c1csc(Nc2cccc3ccccc23)n1 (configuration not stated)	i	63	-0.4%	0	835
Cc1ccc[n+](CC(=O)c2ccccc2)c1	i	30	-0.6%	4	879
N#CCC(=O)Nc1ccc(C(=O)NCCc2c[nH]c3ccccc23)cc1	i	19	-0.8%	1	783
O=C(OCc1cc(Cl)ccc1OC(F)F)c1ccc([N+](=O)[O-])o1	i	24	-0.9%	-2	775
COC(=O)c1ccc(NC(=O)C[n+]2ccccc2)cc1	i	58	0.2%	-7	837
COc1ccc(C(=O)NC(=S)NNC(=O)c2ccc(O)cc2)cc1[N+](=O)[O-]	i	33	0.5%	22	801
NC(=O)CC(CC(=O)OCc1ccccc1)c1ccccc1 (configuration not stated)	i	44	-0.5%	4	770
O=C(Nc1ccc(N2CCN(C(=O)c3ccccc3)CC2)cc1)c1ccc2c(c1)OCCO2	i	14	1.2%	-21	713
Cc1cc(OCC(O)CN2CCN(c3ccccn3)CC2)cc(C)c1Cl (configuration not stated)	i	60	-0.8%	-17	799
COc1ccccc1/C=N/NC(=O)c1cc2c(OC)c(OC)ccc2[nH]1	i	14	-0.6%	-30	806
CC(=O)N1c2ccccc2C(=O)C1N(C)c1ccc(C)cc1 (configuration not stated)	i	41	0.3%	8	828
CC1(C)C2CCC1(CS(=O)(=O)NCc1ccc(C(F)(F)F)cc1)C(=O)C2 (configuration not stated)	i	26	-1.7%	2	391
O=C(CCN1C(=O)C2CC=CCC2C1=O)NC1CCCCC1 (configuration not stated)	i	66	-0.1%	9	756
C=CCNC(N)=S	i	13	0.3%	13	838
O=C(CCc1ccccc1)NC1CCCc2ccccc21 (configuration not stated)	i	19	0.0%	-20	810
COc1ccc(C(=O)NC(=S)NNC(=O)c2cccnc2)cc1	i	18	0.7%	11	815
Cc1cc([N+](=O)[O-])ccc1NC(=O)CCC(=O)N1CCCC1	i	22	0.4%	-13	779
COc1ccccc1CNC(=O)CN1C(=O)c2ccc([N+](=O)[O-])cc2C1=O	i	42	0.1%	7	872
COCCN(Cc1ccco1)C(=O)C1CCCN(c2ncnc3c2nc2n3CCCCC2)C1 (configuration not stated)	i	14	-0.8%	-2	693
O=C(O)CC1(CC(=O)Nc2ccc(C(F)(F)F)cc2)CCCC1	i	64	-0.2%	-5	814
Cc1cccc(C(=O)NCC(=O)OCC(=O)c2ccc(Cl)s2)c1	i	11	-0.7%	17	749
NS(=O)(=O)c1ccc(CCNC(=O)CNC(=O)c2ccccc2Br)cc1	i	14	0.0%	1	784
CN(C)c1cccc(C(=O)NCCCn2ccc3ccccc32)c1	i	27	-0.4%	0	740
CCn1nnnc1NCc1ccc(Cl)cc1	i	17	-0.3%	0	811
CCCCn1c(SCC(=O)N2CCOCC2)nc2ccccc2c1=O	i	49	-0.4%	-42	791
O=C(O)c1nn(CCOc2ccc(Cl)cc2Cl)c(=O)c2ccccc12	i	17	-0.6%	-22	791
NC(=O)c1ccccc1NC(=O)CCCc1ccccc1	i	67	-1.8%	-3	760
COc1ccccc1CNC(=O)C(=O)NCC1OCCN1S(=O)(=O)c1ccccc1 (configuration not stated)	i	12	-0.8%	-2	810
COc1ccc2[nH]c(=O)c(CN(Cc3cccnc3)S(=O)(=O)c3ccccc3F)cc2c1	i	15	-0.4%	-5	798
COc1ccc(C(=O)NC(C)CCc2ccccc2)cc1[N+](=O)[O-] (configuration not stated)	i	53	-1.3%	-5	762
Cc1ccc(CC(=O)Nc2nccs2)cc1C	i	13	-0.4%	-16	718
COc1cc(NC(=O)CN2CCN(c3ccccn3)CC2)cc(OC)c1OC	i	21	-0.5%	-2	776
CCOC(=O)CSc1nc2ccccc2n2c(C)nnc12	i	37	0.1%	-10	770
N#C/C(=C\c1ccc(O)c(Br)c1)C(=O)N1CCCCC1	i	56	-0.1%	1	814
O=C(CSc1nnc(CNC(=O)c2c(F)cccc2F)o1)c1ccccc1	i	8	0.2%	-2	853
Cc1ccc(-c2noc(CCCC(=O)NC3CCCCC3)n2)cc1	i	20	-1.8%	9	849
C=CCNC(=O)/C(C#N)=C/c1c(N2CCN(c3ccccc3)CC2)nc2c(C)cccn2c1=O	i	35	-1.2%	21	812
COc1cccc(CNC(=O)Cn2cc([N+](=O)[O-])cn2)c1	i	57	0.1%	-4	830
O=C(NCc1cccnc1)Nc1ccc(Cl)cc1	i	51	0.1%	-2	635
Cc1occc(=O)c1OCc1ccc(F)cc1	i	54	-0.1%	2	858
Cc1cc(NC(=O)c2ccccc2)n(C)n1	i	22	-0.2%	2	731
CCCn1c(SCC(=O)NC2CCCC2)nnc1C(C)C	i	27	-0.8%	2	796
Cn1c(=O)c2c(nc(NC3CCCC3)n2C)n(C)c1=O	i	25	-0.3%	5	678
Cc1ccc(C(C(=O)NC2CCCC2)N(C(=O)CNC(=O)c2ccco2)c2ccccc2)o1 (configuration not stated)	i	37	-0.8%	8	722
CCOC(=O)c1sc2nc(C)nc(NC3CCC(O)CC3)c2c1C (configuration not stated)	i	31	-0.5%	10	769
O=S(=O)(NN1CCOCC1)c1ccc(Br)cc1	i	10	0.2%	-14	838
COc1ccc(CCNC(=O)C2CCN(C(=O)c3ccccc3)CC2)cc1	i	40	-1.4%	4	791
COc1ccc(C(=O)Cn2cnc3ccccc3c2=O)cc1	i	31	-0.6%	-12	724
O=[N+]([O-])c1ccc(C23CC4CC(CC(O)(C4)C2)C3)cc1	i	17	-0.3%	0	668
CC1Cc2cc(S(=O)(=O)N3CCC(C(=O)N4CCN(c5ccccc5F)CC4)CC3)ccc2N1C(=O)C1CC1 (configuration not stated)	i	20	0.1%	-16	678
CCN1CCC(N2CCN(c3ccc(Cl)cc3)CC2)CC1	i	55	-0.3%	7	763
CN1CCN(C(c2ccc(C(F)(F)F)cc2)c2cc(Cl)c3cccnc3c2O)CC1 (configuration not stated)	i	48	?	-133	729
N#CC1=C(N)Oc2cc(N)ccc2C1c1cccc(Br)c1 (configuration not stated)	i	43	-0.1%	-97	462
COc1ccc(OC)c(/C=N/NC(=O)c2ccncc2)c1	i	20	0.4%	-1	737
COc1cc2nc(N3CCN(c4cc(C)ccc4C)CC3)nc(N)c2cc1OC	i	12	-1.9%	-1	755
CCc1ccc(Nc2n[n+](-c3ccccc3)c(-c3ccc(N(CC)CC)cc3)s2)cc1	i	6	-2.3%	-47	638
COc1ccc(NC(=O)COc2cccc(-n3cnnn3)c2)cc1	i	36	-0.6%	-3	823
CCn1c(=O)c(C(=O)NNC(=O)c2ccccc2Cl)c(O)c2ccccc21	i	9	0.0%	-1	832

More compounds.
SMILES	T cell modulator	T cell modulator vesicle-bound %	West Nile antiviral	Lipid droplet	Lipid droplet cells 6.5 µM
O=C(N/N=C/c1ccoc1)c1ccccc1Br	i	71	0.1%	-3	833
COC(=O)c1ccsc1NC(=O)CN1CCN(c2ncccn2)CC1	i	57	-0.7%	7	810
COc1ccc(C(CNC(=O)c2cc3c(s2)CCCC3)N2CCOCC2)cc1 (configuration not stated)	i	60	-0.4%	-13	671
CCOC(=O)c1cc(-c2ccc([N+](=O)[O-])cc2)nc2c1c(=O)[nH]c(=O)n2Cc1ccccc1	i	15	-0.5%	-7	774
NC(=O)C1CCN(C(=O)CCSCc2ccc(Cl)c(Cl)c2)CC1	i	37	1.4%	-9	750

An excerpt of these results, with two lines to a compound:
Under each structure – T cell modulator, T cell modulator vesicle-bound %, West Nile antiviral, Lipid droplet, Lipid droplet cells 6.5 µM
- COC(=O)c1ccsc1NC(=O)CN1CCN(c2ncccn2)CC1
 : i, 57, -0.7%, 7, 810
- COc1ccc(C(CNC(=O)c2cc3c(s2)CCCC3)N2CCOCC2)cc1 (configuration not stated)
 : i, 60, -0.4%, -13, 671

A different layout for part of the listing above:
Below each SMILES: T cell modulator | T cell modulator vesicle-bound % | West Nile antiviral | Lipid droplet | Lipid droplet cells 6.5 µM
> O=S(=O)(NN1CCOCC1)c1ccc(Br)cc1
  i | 10 | 0.2% | -14 | 838
> COc1ccc(CCNC(=O)C2CCN(C(=O)c3ccccc3)CC2)cc1
  i | 40 | -1.4% | 4 | 791
> COc1ccc(C(=O)Cn2cnc3ccccc3c2=O)cc1
  i | 31 | -0.6% | -12 | 724
> O=[N+]([O-])c1ccc(C23CC4CC(CC(O)(C4)C2)C3)cc1
  i | 17 | -0.3% | 0 | 668
> CC1Cc2cc(S(=O)(=O)N3CCC(C(=O)N4CCN(c5ccccc5F)CC4)CC3)ccc2N1C(=O)C1CC1 (configuration not stated)
  i | 20 | 0.1% | -16 | 678
> CCN1CCC(N2CCN(c3ccc(Cl)cc3)CC2)CC1
  i | 55 | -0.3% | 7 | 763
> CN1CCN(C(c2ccc(C(F)(F)F)cc2)c2cc(Cl)c3cccnc3c2O)CC1 (configuration not stated)
  i | 48 | ? | -133 | 729
> N#CC1=C(N)Oc2cc(N)ccc2C1c1cccc(Br)c1 (configuration not stated)
  i | 43 | -0.1% | -97 | 462
> COc1ccc(OC)c(/C=N/NC(=O)c2ccncc2)c1
  i | 20 | 0.4% | -1 | 737
> COc1cc2nc(N3CCN(c4cc(C)ccc4C)CC3)nc(N)c2cc1OC
  i | 12 | -1.9% | -1 | 755
> CCc1ccc(Nc2n[n+](-c3ccccc3)c(-c3ccc(N(CC)CC)cc3)s2)cc1
  i | 6 | -2.3% | -47 | 638
> COc1ccc(NC(=O)COc2cccc(-n3cnnn3)c2)cc1
  i | 36 | -0.6% | -3 | 823
> CCn1c(=O)c(C(=O)NNC(=O)c2ccccc2Cl)c(O)c2ccccc21
  i | 9 | 0.0% | -1 | 832
> O=C(N/N=C/c1ccoc1)c1ccccc1Br
  i | 71 | 0.1% | -3 | 833
> COC(=O)c1ccsc1NC(=O)CN1CCN(c2ncccn2)CC1
  i | 57 | -0.7% | 7 | 810
> COc1ccc(C(CNC(=O)c2cc3c(s2)CCCC3)N2CCOCC2)cc1 (configuration not stated)
  i | 60 | -0.4% | -13 | 671
> CCOC(=O)c1cc(-c2ccc([N+](=O)[O-])cc2)nc2c1c(=O)[nH]c(=O)n2Cc1ccccc1
  i | 15 | -0.5% | -7 | 774
> NC(=O)C1CCN(C(=O)CCSCc2ccc(Cl)c(Cl)c2)CC1
  i | 37 | 1.4% | -9 | 750
